Screening results from PubChem BioAssay.
Kir21 inh: Kir2.1 (mouse) channel inhibition | AID 1672 | P35561 | HEK293-Kir2.1, FluxOR thallium flux fluorescence; stronger effect = lower value | 310,000 tested, 0.85% active | B-score at 10 µM;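 active means fluorescence ratio B-score at or below minus 3 SD of library scores, with starting-brightness B-score within 2 SD, cut at about -4.2 in these data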;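 further: channel flux triggered by added potassium and thallium sulfate stimulus; B-score of peak minus minimum fluorescence over baseline after thallium stimulus; more negative B-score means stronger Kir2.1 block with less thallium influx; some compounds called inactive have numbers as strong as hits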
STK33 inh: blocks human STK33 kinase activity; Q9BYT3; purified STK33, MBP phosphorylation, ADP-Glo luminescence; inhibition, % at 10 µM; 320,000 tested, 0.073% active; AID 2661;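 active means inhibition at or above 25%, using the most active replicate where run in duplicate; inactive means inhibition below 25%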
KCNQ2 inh: KCNQ2 channel blockers in CHO-K1 cells – cell-based, FluxOR thallium flux, B-score, primary screen (AID 2156); O88943; 20 min; stronger effect = lower value; B-score at 10 µM; 310,000 tested, 1.1% active;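 active means fluorescence ratio B-score at most minus 3 library SDs, with starting brightness B-score within 2 library SDs, cut at about -5.5 in these data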
Target sequence (O88943 whole entry, looked up): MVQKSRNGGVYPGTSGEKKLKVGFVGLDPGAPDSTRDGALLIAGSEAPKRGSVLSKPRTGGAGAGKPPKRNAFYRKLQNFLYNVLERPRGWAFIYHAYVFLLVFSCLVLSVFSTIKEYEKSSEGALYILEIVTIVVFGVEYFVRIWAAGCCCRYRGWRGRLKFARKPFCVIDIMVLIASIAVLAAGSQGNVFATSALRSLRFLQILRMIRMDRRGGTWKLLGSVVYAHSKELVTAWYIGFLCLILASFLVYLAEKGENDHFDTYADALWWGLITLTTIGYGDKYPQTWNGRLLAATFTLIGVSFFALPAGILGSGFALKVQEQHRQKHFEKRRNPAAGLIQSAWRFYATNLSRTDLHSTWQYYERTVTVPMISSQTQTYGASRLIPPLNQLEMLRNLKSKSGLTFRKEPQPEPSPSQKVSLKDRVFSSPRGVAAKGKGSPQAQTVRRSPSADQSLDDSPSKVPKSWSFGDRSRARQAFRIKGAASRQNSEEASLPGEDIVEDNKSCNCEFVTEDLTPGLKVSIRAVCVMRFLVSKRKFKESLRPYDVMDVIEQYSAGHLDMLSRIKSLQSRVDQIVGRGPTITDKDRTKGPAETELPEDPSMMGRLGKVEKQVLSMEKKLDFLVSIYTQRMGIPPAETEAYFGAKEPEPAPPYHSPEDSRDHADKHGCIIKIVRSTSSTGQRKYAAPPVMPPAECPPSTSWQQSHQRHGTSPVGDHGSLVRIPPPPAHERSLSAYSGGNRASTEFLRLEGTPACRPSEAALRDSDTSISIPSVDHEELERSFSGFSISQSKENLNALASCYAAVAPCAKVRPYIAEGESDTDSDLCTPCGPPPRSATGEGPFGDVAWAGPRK
* marks the source's active call; other numbers are inactive results; i = inactive; . = not tested or not shown.

molecule | Kir21 inh | STK33 inh | KCNQ2 inh
COCCCNc1nc2c(c(=O)[nH]c(=O)n2C)n1CC(O)COc1ccccc1C (configuration not stated) | 0.84 | -1.6 | i
CCn1nnc(NC(=O)c2ccco2)n1 | -2 | 0.2 | i
COC(=O)c1ccc(Oc2cc(C)nc(-n3nc(C)cc3C)n2)cc1 | 0.15 | -0.7 | i
Cc1cc([N+](=O)[O-])nn1CC(=O)Nc1nc2ccccc2s1 | -0.92 | 1.2 | i
O=S(=O)(c1ccc2ccccc2c1)n1cccn1 | 0.65 | -0.5 | i
O=[N+]([O-])c1cccc(S(=O)(=O)N2CCC(c3nc(-c4ccncc4)no3)CC2)c1 | 2.5 | 0.5 | i
CCOC(=O)N1CCN(Cc2nnc(-c3cccc(Br)c3)o2)CC1 | 0.47 | 0.2 | i
CCOc1cc(-c2cn(S(=O)(=O)c3cccc4nsnc34)nc2N)cc(OCC)c1OCC | -1.2 | -0.9 | -6.3*
Cc1occc1C(=O)N/N=C/c1cccnc1 | 1.3 | -0.3 | i
CCOC(=O)C1=C(CNC2CCCCC2)NC(=O)NC1c1cc(C)ccc1C (configuration not stated) | 1.1 | -2.6 | i
O=S(=O)(Nc1cccc(-n2cnnn2)c1)c1cccc(Cl)c1 | -0.04 | -0.9 | i
Cc1cc(N2CCCC2)nc(N2C3CCC2CC(O)(c2ccc(F)cc2)C3)n1 (configuration not stated) | -0.6 | -0.6 | i
CN(CC(=O)Nc1c(Cl)cccc1Cl)C(=O)CNC(=O)c1ccc2ccccc2c1 | 0.08 | 0.8 | i
O=C1Nc2ccccc2C12OCC(COc1ccc(Cl)cc1)O2 (configuration not stated) | 1.3 | -0.3 | i
CC(C)CNS(=O)(=O)c1ccc(CCC(=O)NCC2CCCO2)cc1 (configuration not stated) | -0.54 | -1.4 | i
CSc1nc(/C=C2\C=Nc3ccccc32)c(O)n1C | 0.35 | 2.7 | i
Cc1sc2nc(C)n(/N=C/c3ccc(O)cc3)c(=O)c2c1C | 0.68 | -0.9 | i
CCSc1nnc(NC(=O)C2CC(=O)N(Cc3ccccc3)C2)s1 (configuration not stated) | 0.13 | 0.6 | i
Fc1cccc(CCN2C(=S)NC[C@@H]2Cc2ccccc2)c1 | -1.8 | 0.3 | i
CCCCNS(=O)(=O)c1ccc(S(=O)(=O)N2CCC3(CC2)OCCO3)cc1 | 2.3 | -1.0 | i
O=C(CN1CCc2ccccc2C1)Nc1cc(S(=O)(=O)N2CCOCC2)ccc1N1CCCC1 | -0.04 | 0.1 | i
Cc1ccc(OCC(=O)NCc2ccco2)c([N+](=O)[O-])n1 | -0.07 | -0.4 | i
COc1cc(/C=C/C(=O)OCC(=O)N2CC3(C)CC2CC(C)(C)C3)ccc1O (configuration not stated) | 0.01 | -1.8 | i
Cn1cccc1Cc1nnc(SCC(=O)Nc2ccc(Cl)cc2)n1-c1ccc(F)cc1 | -1.7 | -1.6 | i
CCOC(=O)C1=NOC2COC3(CCN(c4ncccn4)CC3)OCC12 (configuration not stated) | 1.7 | -0.1 | i
O=C(COC(=O)/C=C/c1ccc2c(c1)OCO2)NC1CCS(=O)(=O)C1 (configuration not stated) | 0.08 | -1.5 | i
CC(CCc1ccccc1)NCc1ccc(Cl)cc1Cl (configuration not stated) | -0.26 | -0.4 | i
Cc1cccc(NCc2nc(-c3ccccc3)no2)c1 | -1.5 | -1.4 | i
CCOC(=O)C1=C(C)NC(=O)NC1C1CC=CCC1 (configuration not stated) | -0.04 | -0.3 | i
COc1cc(N=CC2=C(O)c3ccccc3C2=O)cc(OC)c1 | 1.6 | 0.6 | i
Cc1cccc(-c2nc(C#N)c(NCc3ccco3)o2)c1 | -0.66 | 1.7 | i
CCOc1cccc(-c2c(C(=O)N/N=C/c3ccsc3)nnn2-c2nonc2N)c1 | 1 | 2.9 | i
CCOC(=O)N1CCN(C(=O)CCCCCn2c(=S)[nH]c3cc4c(cc3c2=O)OCO4)CC1 | 0.36 | 1.6 | i
O=C(COC(=O)c1ccccc1C(=O)c1ccc(Cl)cc1)NCC1CCCO1 (configuration not stated) | -0.02 | 0.6 | i
CCOC(=O)c1ccc(N2C(=O)c3n[nH]c(C)c3C2c2ccc(O)cc2)cc1 (configuration not stated) | 0.42 | 0.3 | i
CC(=O)N1c2ccc(S(=O)(=O)NCC3CCC(C(=O)Nc4ccc(C)cn4)CC3)cc2CC1C (configuration not stated) | 1.6 | 0.6 | i
CCCOc1ccc(N2CC(C(=O)Nc3ccc(N4CCOCC4)cc3)CC2=O)cc1 (configuration not stated) | 1.6 | 0.5 | i
Cc1cccc(C(=O)N/N=C/c2ccc3c(c2)OCO3)n1 | 0.22 | 0.1 | i
O=C(c1cccs1)N1CCN(c2ncc(C(F)(F)F)cc2Cl)CC1 | 1.6 | 1.5 | i
Cc1ccc(NC(=O)CCC(=O)c2cccs2)c(Br)c1 | 0.77 | 0.0 | i
CCc1cc2c(NCC3CCCO3)nc(C)nc2s1 (configuration not stated) | 1 | -1.8 | i
O=C(CN1CCCCCC1)N/N=C/c1cccc(Cl)c1Cl | -2 | 0.5 | i
CCOc1ccccc1C(=O)N[C@H](C(=O)Nc1ccc(OC)c(S(=O)(=O)N2CCOCC2)c1)C(C)C | 0.42 | -1.4 | i
Cc1ccccc1CSCC(Nc1ccc(C(=O)O)cc1[N+](=O)[O-])C(=O)O (configuration not stated) | 1.7 | -1.8 | i
Cc1cc(C(=O)Nc2c(F)c(F)c(F)c(F)c2F)n(-c2ccccc2)n1 | 1.5 | 0.5 | i
Cc1ccc(O)c(CNc2cccc(C)n2)c1 | -0.37 | . | i
CC(C)(C)NC(=O)CN(C(=O)CS(=O)CC(=O)Nc1ccc(F)cc1)c1ccc2c(c1)OCCO2 (configuration not stated) | 2 | 0.9 | i
CCC1CCC(N2CCN(c3cccc(OC)c3)CC2)CC1 (configuration not stated) | 1.1 | -0.7 | i

Entries of single compounds from above. Screens in order: Kir21 inh | STK33 inh | KCNQ2 inh
Cc1ccc(O)c(CNc2cccc(C)n2)c1 is listed with -0.37 | . | i
Cc1cccc(C(=O)N/N=C/c2ccc3c(c2)OCO3)n1 is listed with 0.22 | 0.1 | i
CCC1CCC(N2CCN(c3cccc(OC)c3)CC2)CC1 (configuration not stated) is listed with 1.1 | -0.7 | i
O=C(c1cccs1)N1CCN(c2ncc(C(F)(F)F)cc2Cl)CC1 is listed with 1.6 | 1.5 | i
O=C(CN1CCCCCC1)N/N=C/c1cccc(Cl)c1Cl is listed with -2 | 0.5 | i

Among those listed so far, these contain an aryl thioether with sulfur outside any ring.
molecule | Kir21 inh | STK33 inh | KCNQ2 inh
CSc1nc(/C=C2\C=Nc3ccccc32)c(O)n1C | 0.35 | 2.7 | i
CCSc1nnc(NC(=O)C2CC(=O)N(Cc3ccccc3)C2)s1 (configuration not stated) | 0.13 | 0.6 | i
Cn1cccc1Cc1nnc(SCC(=O)Nc2ccc(Cl)cc2)n1-c1ccc(F)cc1 | -1.7 | -1.6 | i

Further compounds
molecule | Kir21 inh | STK33 inh | KCNQ2 inh
Cc1ccc(N2CN(Cc3ccco3)CNC2=S)cc1 | 1.6 | -0.8 | i
CCCn1c(SCC(=O)c2cc(C)ccc2C)n[nH]c1=O | -0.45 | -1.3 | i
CN1CCN(CCc2nc3cc(NC(=O)c4ccco4)ccc3n2C)CC1 | -2.2 | -17 | i
O=C(Nc1ccccc1C(=O)O)c1ccccc1 | 1.4 | 12 | i
Cn1c(=O)c2c(SCc3cccnc3)nc(C3CC3)nc2n(C)c1=O | 1.2 | -1.0 | i
O=C(NC1CCN(C(=O)Nc2cccc(Cl)c2)CC1)c1ccccc1 | 1 | -1.6 | i
CCOC(=O)C1CCCCN1Cc1ccc(OC)c(OC)c1OC (configuration not stated) | -1.3 | -0.6 | i
N#Cc1cccc(NC(=O)CC2CCCC2)c1 | -0.99 | -0.5 | i
COc1ccc(OC)c(-c2csc(N(CC3CCCO3)C(=O)C3CCCCC3)n2)c1 (configuration not stated) | 0.31 | -0.2 | i
COc1ccc(C(=O)NC(C)c2nnc(SCC(=O)NC3CCCCC3)n2C)cc1 (configuration not stated) | 1.2 | 0.1 | i
Cc1ccc(CNC(=O)CS(=O)(=O)CC(=O)O)cc1 | -0.72 | -1.5 | i
CCc1cccc2c(C(=O)COC(=O)c3nn(C)c(=O)c4ccccc34)c[nH]c12 | 2.2 | -1.6 | i
Fc1ccc(-n2c(Cn3nnc4ccccc43)n[nH]c2=S)cc1 | -0.04 | -0.8 | i
CCOc1ccc(-c2n[nH]c(=S)n2Cc2ccccc2)cc1 | 1 | -3.2 | i
CSc1ccc(CNCCCN(C)C)cc1 | -0.05 | 1.1 | i
Cc1ccccc1SCC(=O)OCC(=O)N(C)c1c(N)n(Cc2ccccc2)c(=O)[nH]c1=O | 1.8 | . | i
CC1CCC(NC(=S)NCCN(C)C)CC1 (configuration not stated) | -0.93 | -2.2 | i
Cc1cc(C(=O)NC2CCCN(Cc3ccc(Cl)cc3)C2)no1 (configuration not stated) | -1.6 | -0.8 | i
O=C1CC(c2ccc3c(c2)OCO3)c2cc3c(cc2N1)OCCO3 (configuration not stated) | -1.5 | -0.9 | i
CCOc1ccccc1NS(=O)(=O)c1ccc2c(c1)N(C)CCO2 | -3.4 | 0.7 | i
CCOc1ccc(NC(=O)CN(C)C(=O)c2ccc(COc3ccccc3)o2)cc1OCC | 0.47 | -0.6 | i
Cc1cc(NC(=O)CCC(=O)N(Cc2ccccc2)C(C(=O)NC2CCCC2)c2ccco2)no1 (configuration not stated) | 1.3 | -0.3 | i
CCOc1ccc(C(=O)N(C)C2CCS(=O)(=O)C2)cc1 (configuration not stated) | 0.2 | -0.7 | i
O=C(CC1SCCNC1=O)Nc1ccc(Cl)cc1 (configuration not stated) | -0.07 | -0.1 | i
O=C1c2ccccc2C(=O)C1C1=Nc2ccccc2NC(c2ccccc2)C1 (configuration not stated) | -1.1 | -2.8 | i
COc1ccc(Cc2nnc(SCC(=O)NCCc3ccccc3)o2)cc1 | -0.07 | -0.3 | i
CCN(CCn1cccn1)Cc1nc(-c2ccccc2)no1 | 1.3 | -0.3 | i
Cc1ccc(C)c(N2CCN(c3ccncc3N)CC2)c1 | -2.1 | -0.5 | i
CC1=C(C(=O)OC2CCCCC2)C(c2cccs2)n2c(nc3ccccc32)N1 (configuration not stated) | 0.99 | -1.7 | i
Cn1c(=O)c(C(=O)COC(=O)c2cc(-c3ccccc3)nc3ccccc23)c(N)n(Cc2ccccc2)c1=O | -0.61 | 0.8 | i
c1ccc(COc2cccc(CNCc3cccs3)c2)cc1 | -1.1 | -0.9 | i
CCN(CC)c1nc(=S)nc(NC(C)(C)C)[nH]1 | -0.22 | -0.8 | i
Cc1nn(CC(=O)N2CCOCC2)c(=O)c2ccccc12 | -0.23 | -2.2 | i
O=C(c1ccc(-n2cccn2)cc1)N1CCc2c([nH]c3ccccc23)C1c1ccccn1 (configuration not stated) | 0.67 | -0.5 | i
CC1CN(S(=O)(=O)c2cccc(C(=O)Nc3ccc(S(=O)(=O)NC4=NCCCCC4)cc3)c2)CC(C)O1 (configuration not stated) | 1.6 | -0.3 | i
O=[N+]([O-])c1ccc(Cl)cc1Sc1ccccn1 | 0.73 | 1.3 | i
Cc1ccc(N2Cc3ccccc3C2=O)cc1 | 0.5 | -0.6 | i
Cc1cc(C)cc(OCC(=O)OCC(=O)N2CC(=O)Nc3ccccc32)c1 | 0.01 | 0.4 | i
Cc1nc(SCC(=O)N(C)C2CCCCC2)[nH]c(=O)c1Cc1ccccc1 | -0.07 | -1.3 | i
CNS(=O)(=O)c1cccc(C(=O)OCC(=O)Nc2ccc(-c3nc4ccc(C)cc4s3)cc2)c1 | 1.2 | -2.6 | i
O=C(NC1CCCC1)C(c1ccc(F)cc1)N(C(=O)c1csnn1)c1ccccc1F (configuration not stated) | 0.54 | -2.0 | i
COc1ccccc1Nc1nc(C)cc(C)n1 | 0.35 | -1.7 | i
CCOc1ccc2nc(N3CCC(C(=O)N4CCN(C(=O)c5ccco5)CC4)CC3)sc2c1 | 0.18 | -2.2 | i
COC(=O)c1c(C(=O)OC)c(C)n(Cc2ccco2)c1C | 0.23 | 2.0 | i
CCOC(=O)CSc1nc2ccccc2n2c(C)nnc12 | 0.81 | -1.8 | i
CCc1cccc2c(C(=O)COC(=O)c3c(C)noc3C)c[nH]c12 | 0.9 | -0.2 | i
CC(=O)Nc1ccc(C(=O)NCC(=O)OCc2ccccc2F)cc1 | -2.1 | -0.7 | i
Cc1ccc(CN(Cc2ccccn2)C(=O)Nc2ccc(C)c(C)c2)cc1 | -0.01 | 0.0 | -6.8*
CCN(CC)CCN1C(=O)c2ccccc2NC1c1ccc(Br)cc1 (configuration not stated) | -2 | -0.9 | i
CCN(CC)S(=O)(=O)c1cccc(NC(=O)c2cc3ccccc3o2)c1 | -0.01 | -0.3 | i
COc1ccc(-c2nc(CS(=O)CC(=O)NCc3ccc(Cl)cc3)c(C)o2)cc1OC (configuration not stated) | -1 | -0.5 | i
COc1ccc(C(=O)Oc2c(C)occc2=O)cc1OC | 2.9 | -0.7 | i
CCOC(=O)CCNC(C)C1COc2ccccc2O1 (configuration not stated) | -0.68 | -3.0 | i
CN(C(=O)CC1C(=O)NCCN1CC(c1ccccc1)c1ccccc1)C(C1CC1)C1CC1 (configuration not stated) | 0.86 | -5.2 | i
COc1cccc2c1OCC1COc3c(c(=O)n(C)c(=O)n3C)C21 (configuration not stated) | 0.75 | 0.9 | i
CCCc1nc(SCC(=O)Nc2ccc(N3CCOCC3)cc2)c2ccccc2n1 | 1.1 | -1.5 | i
Cc1nnc(SCC(=O)N(C)c2ccccc2)n1-n1cccc1 | 0.02 | -1.2 | i
